DENV2 CPE: inhibitors of DENV2 cytopathic effect, primary screen, cell-based, plate reader, single concentration; 1.7% of 350,000 active; AID 651640, 2012; CPE inhibition, % at 9.99 µM; DENV2-infected cells, cytopathic effect rescue; in the data active = CPE inhibition above about 20%, passing the limit was not always enough; inconclusive = no clear call, values can overlap the other calls; tested in BHK-21 cells;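 also: 0% = median of neutral control wells and 100% = median of positive control wells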
LGR2 inh: inhibitors of bursicon-induced LGR2 CRE-luciferase signal, primary screen, cell-based, HEK293, CRE-luciferase reporter, bursicon stimulation; inhibition, % at 9.99 µM; bursicon-stimulated, 4 h; 0.35% of 380,000 active; Drosophila bursicon receptor LGR2 (rickets); AID 720647, 2013;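 active = drop in luminescence signal, shown as inhibition above about 50% in the replicate tests, limit read from the data, passing the limit was not always enough; inconclusive = probably only some replicates passing the limit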;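 also: agonist challenge used bursicon conditioned medium at about half maximal strength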
ARNT TACC3 PPI: disruptors of ARNT/TACC3 protein interaction, primary screen, biochemical, AlphaScreen, single concentration | Transforming acidic coiled-coil-containing protein 3 (Homo sapiens), Q9Y6A5 | AlphaScreen His-ARNT PAS-B/GST-TACC3 binding, luminescence; TACC3 fragment carries E629A point mutation | inhibition, % at 9.99 µM | 0.66% of 390,000 active | AID 623870, 2012;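 active = mean inhibition of replicates at least 50% and at least half of replicates each reaching 50%; inconclusive = half or more replicates reach 50% but mean below 50%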;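 also: 0% = complete ARNT plus TACC3 wells and 100% = ARNT alone without TACC3; many hits fall short of the cut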
SIRT5 block: SIRT5 desuccinylase inhibitors, primary screen, biochemical, fluorescence imaging, single point, set 5; 1.1% of 330,000 active; inhibition, % at 15 µM; NAD-dependent protein deacylase sirtuin-5, mitochondrial (Homo sapiens), Q9NXA8; Purified SirT5, succinyl-peptide AMC, trypsin-coupled fluorescence; in the data active = inhibition above about 15%; inconclusive = no clear call, values can overlap the other calls
Target sequence (Q9NXA8 whole entry, looked up): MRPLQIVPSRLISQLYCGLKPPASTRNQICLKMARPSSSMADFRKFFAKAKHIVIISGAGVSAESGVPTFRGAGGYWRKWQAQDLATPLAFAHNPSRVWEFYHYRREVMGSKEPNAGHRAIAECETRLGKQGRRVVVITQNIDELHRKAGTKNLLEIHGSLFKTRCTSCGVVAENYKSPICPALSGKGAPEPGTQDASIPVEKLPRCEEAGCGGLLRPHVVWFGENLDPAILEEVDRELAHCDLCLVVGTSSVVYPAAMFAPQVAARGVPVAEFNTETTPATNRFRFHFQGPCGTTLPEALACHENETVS
CASP6 VEID inh: human caspase-6 inhibitors, primary screen, biochemical, VEID-R110 fluorescence, single point, set 2; P55212; 0.53% of 350,000 active; purified caspase-6, Z-VEID-R110 cleavage fluorescence; inhibition, % at 12.5 µM; AID 686996, 2013;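 active = mean inhibition across replicates at least about 35%, with every replicate also reaching that limit, limit read from the data; inconclusive = only one of the two criteria met; inactive = neither criterion met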;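 also: 0% = median of neutral control wells and 100% = no fluorescence left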
Target sequence (P55212 24-179 limits assumed): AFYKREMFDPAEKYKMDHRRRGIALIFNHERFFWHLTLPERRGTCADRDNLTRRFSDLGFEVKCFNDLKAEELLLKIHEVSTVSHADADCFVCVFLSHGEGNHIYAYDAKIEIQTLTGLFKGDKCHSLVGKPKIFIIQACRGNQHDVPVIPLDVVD
Target sequence (P55212 194-293 limits assumed): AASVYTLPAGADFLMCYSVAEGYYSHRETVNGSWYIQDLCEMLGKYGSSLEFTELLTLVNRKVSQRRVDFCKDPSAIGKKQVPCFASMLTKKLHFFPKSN
EWS-Fli inh: EWS/Fli-driven NR0B1 reporter inhibitors, primary screen, A673 cells, NR0B1 luciferase, luminescence, MLPCN library; viability-normalised; inhibition, % at 12.6 µM; 0.67% of 350,000 active; AID 651661, 2012;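 active = mean inhibition of at least 50% after viability correction, with every replicate also passing that limit; inconclusive = mean reaches 50% but only one of two replicates passes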;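 also: firefly luciferase signal divided by Alamar Blue viability fluorescence both relative to DMSO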
PAX8 reporter: inhibitors of PAX8-driven TPO luciferase reporter, primary screen, RMG-I cells, single concentration | SteadyGlo, 24 h | inhibition, % at 12.6 µM | 1.2% of 360,000 active | AID 652154, 2013;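 active = mean replicate inhibition at least 60% with every replicate also reaching 60%; inconclusive = only one of the two criteria is met; inactive = mean below 60% and not all replicates reaching 60%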;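 also: luciferase light reporting Pax8 driven TPO promoter activity; plate controls were median of neutral control wells for no effect and mitoxantrone controls for full effect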
An asterisk follows results filed as active; ? = inconclusive; · = not tested or not shown.

Values run as follows: PAX8 reporter | CASP6 VEID inh | LGR2 inh | SIRT5 block | ARNT TACC3 PPI | EWS-Fli inh | DENV2 CPE
- COc1cccc(S(=O)(=O)Nc2ccc3c(c2)OC[C@H](C)N(Cc2ccccc2F)C[C@H](C)[C@H](OC)CN(C)C3=O)c1
    21 | · | 6 | 8 | 2 | 9 | -2
- CC(=O)N1c2ccc(S(=O)(=O)N3CCC(C(=O)Nc4ccc(C)cn4)CC3)cc2CC1C (centres undefined)
    28 | 1 | -6 | 0 | -9 | · | 2
- CC(C)C(=O)Nc1ccc2c(c1)C(=O)N(C)[C@H]1CC[C@@H](CC(=O)Nc3ccccc3)O[C@H]1CO2
    27 | -1 | 3 | 7 | 14 | -2 | 3
- CCCNC(=O)Nc1ccc2c(c1)C(=O)N(C)C[C@H](OC)[C@@H](C)CN(Cc1cncnc1)[C@H](C)CO2
    · | -4 | 4 | -4 | 3 | 7 | ·
- CN(CC(=O)Nc1ccc(F)cc1)CC(=O)N1CCCCC1
    4 | -3 | 12 | -1 | -1 | 0 | -2
- COc1ccccc1CNC(=O)c1ccc2nc(N3CCOCC3)sc2c1
    -41 | -1 | -1 | 4 | -4 | -16 | -14
- CCOC(=O)CCCCCC(=O)Nc1ccc2c(c1)C(=O)N([C@H](C)CO)C[C@@H](C)[C@H](CN(C)S(=O)(=O)c1cn(C)cn1)O2
    10 | -2 | 4 | -3 | 1 | -3 | -4
- O=C(Nc1ccc(N2CCN(c3ncccc3C(F)(F)F)CC2)nc1)c1cccs1
    57 | -1 | 92* | 1 | 1 | 6 | -9
- Cc1nc(C)c(C(=O)NCc2ccc(Cl)cc2)o1
    · | 5 | 2 | 1 | -6 | 5 | 1
- COc1ccc(-c2ccc3c(c2)O[C@H](CN(C)Cc2cccnc2)[C@@H](C)CN([C@H](C)CO)S3(=O)=O)cc1
    · | -10 | 7 | 5 | -8 | 20 | -12

Next compounds follow:
Values run as follows: PAX8 reporter | CASP6 VEID inh | LGR2 inh | SIRT5 block | ARNT TACC3 PPI | EWS-Fli inh | DENV2 CPE
- O=C(Nc1ccc(F)cc1)N1CCCCN2[C@@H](CO)[C@H](c3ccc(C#Cc4ccccn4)cc3)[C@@H]2C1
    22 | -2 | -7 | 0 | 9 | 3 | -2
- CC(=O)O[C@H]1[C@@H](O)[C@H](O)[C@H](Oc2c(O)c(C)c3c4c2[C@@H](C)CC[C@@H]4[C@@H](C)C[C@H]3C=C(C)C)O[C@H]1C
    64* | -2 | 9 | -2 | · | 17 | 0
- Cc1cc2c(Nc3cccc(O)c3)ncnc2s1
    -10 | -1 | -10 | 2 | 2 | -7 | 4
- CC(=O)Nc1ccc(S(=O)(=O)N2CCN(S(=O)(=O)N3CCCCC3)CC2)cc1
    5 | -4 | · | 2 | 17 | 1 | 9
- COc1ccc(C(=O)N/C(=C/c2ccccc2F)C(=O)NCCN2CCOCC2)cc1OC
    5 | 1 | -2 | -6 | -5 | 2 | 1
- CCOC(=O)C1CCCN(C(=O)c2ccc(C)c(NC(=O)C3=C(C)OCCS3)c2)C1 (centres undefined)
    -2 | 4 | -8 | -1 | · | -5 | ?
- CC1=C(C(=O)N(C(C)C)C(C)C)CC(CC(=O)NCc2ccco2)C(=O)N1Cc1ccc(F)cc1 (centres undefined)
    0 | 1 | 15 | -6 | · | -2 | ?
- CC(=O)N1c2ccc(S(=O)(=O)NCc3ccco3)cc2CC1C (centres undefined)
    11 | 4 | 8 | -4 | -5 | · | 0
- CCOC(=O)C1=CCN(S(=O)(=O)c2ccc(F)cc2)C1c1ccc(F)cc1 (centres undefined)
    4 | 3 | 36 | -2 | · | 4 | -5
- CCCc1cc(=O)[nH]c(SCC(=O)N2CCN(S(=O)(=O)c3ccc(C)cc3)C2)n1
    -7 | 2 | -14 | -6 | -2 | 6 | 8

Carrying on.
Values run as follows: PAX8 reporter | CASP6 VEID inh | LGR2 inh | SIRT5 block | ARNT TACC3 PPI | EWS-Fli inh | DENV2 CPE
- Cc1cc(OC(=O)c2ccccc2C(F)(F)F)c([N+](=O)[O-])c(=O)[nH]1
    -6 | 7 | 5 | -3 | -8 | -6 | -8
- S=C(NCC(c1cccnc1)N1CCOCC1)NC1CCCCC1 (centres undefined)
    13 | -1 | 4 | 2 | · | 9 | -2
- CCOc1ccc(C(=O)NC2CCCCCCC2)cc1
    -88 | 0 | -34 | -4 | -7 | -18 | 2
- COCC(=O)Nc1ccc2c(c1)OC[C@H](C)NC[C@H](C)[C@@H](OC)CN(C)C2=O
    · | -1 | 14 | 1 | · | · | 19
- CC(=O)N1[C@@H]2c3ccc(C4=CCCC4)c(=O)n3C[C@@H]2[C@@H](CO)[C@@H]1C(=O)N1CCCCC1
    · | 1 | 3 | -3 | -11 | 0 | -3
- C=CCNC(=O)COc1ccc(S(=O)(=O)N2CCCC2)cc1
    -2 | 0 | 15 | 5 | 7 | 0 | -2
- Cc1ccc(C)c(NC(=O)C2CCCN(c3cnccn3)C2)c1 (centres undefined)
    -7 | -3 | -6 | 1 | 1 | · | -2
- O=[N+]([O-])c1ccc2nc(-c3ccc(Cl)cc3)[nH]c2c1
    -146 | 1 | -100 | -2 | -13 | -127 | 12
- COc1ccc(N2CCN(C(c3ccc4ncccc4c3)c3nnnn3C(C)(C)C)CC2)cc1 (centres undefined)
    12 | -1 | -1 | 3 | 13 | 7 | 7
- O=C(CSc1nc(-c2cccs2)cc(C(F)(F)F)n1)Nc1cc(OCC(F)(F)C(F)F)cc([N+](=O)[O-])c1
    -6 | · | 4 | · | -1 | · | ·

3 entries from above, ordered by their value in CASP6 VEID inh, high to low.
| SMILES | CASP6 VEID inh |
| --- | --- |
| Cc1cc(OC(=O)c2ccccc2C(F)(F)F)c([N+](=O)[O-])c(=O)[nH]1 | 7 |
| C=CCNC(=O)COc1ccc(S(=O)(=O)N2CCCC2)cc1 | 0 |
| COc1ccc(N2CCN(C(c3ccc4ncccc4c3)c3nnnn3C(C)(C)C)CC2)cc1 (centres undefined) | -1 |

Next section:
Values run as follows: PAX8 reporter | CASP6 VEID inh | LGR2 inh | SIRT5 block | ARNT TACC3 PPI | EWS-Fli inh | DENV2 CPE
- O=S(=O)(NCCc1ccccc1)c1ccc(-n2cnnn2)cc1
    10 | -3 | -1 | -2 | -1 | -3 | 14
- COc1cccc(NC(=O)NNC(=O)CCc2ccc(O)c(O)c2)c1
    11 | 4 | 9 | -4 | 2 | · | -7
- C[C@H]1CCCCO[C@H](CN(C)C)[C@@H](C)CN([C@@H](C)CO)C(=O)c2cc(NC(=O)Nc3cccc4ccccc34)ccc2O1
    46 | 4 | 1 | 5 | 1 | -1 | ?
- COc1ccc(NC(=O)COC(=O)C2CC(=O)N(c3ccc(OC(C)C)cc3)C2)cc1 (centres undefined)
    9 | 0 | 8 | -3 | -4 | -3 | -1
- COc1ccccc1CCNC(=O)C(=O)NCCC1CCCCN1S(=O)(=O)c1cccs1 (centres undefined)
    4 | -6 | 9 | -2 | -1 | 7 | ?
- O=C1CCc2cc(S(=O)(=O)NCCc3ccccc3)cc3c2N1CC3
    -7 | 3 | -16 | 1 | -2 | 0 | -3
- COc1ccc(-n2ccnc2SCC(=O)NC2CCCC2)c(OC)c1
    4 | -2 | -4 | -1 | 0 | 0 | -2
- O=C(Cn1ncc2c(=O)oc3ccccc3c21)N1CCC(N2CCCCC2)CC1
    -21 | -6 | 14 | 6 | -3 | 0 | -1
- CCc1ccccc1NC(=O)CN1CCN(C(=O)CCC(=O)N2CCC(c3ccccc3)=N2)CC1
    13 | 4 | 30 | -4 | -2 | 6 | -6
- CCOC(=O)[C@H]1[C@H]2COc3ccccc3[C@@H]2N2C(=O)CN(CC3CCCO3)C(=O)[C@@]12C (some centres undefined)
    -8 | -1 | · | · | -3 | -4 | 17

New compounds follow
Values run as follows: PAX8 reporter | CASP6 VEID inh | LGR2 inh | SIRT5 block | ARNT TACC3 PPI | EWS-Fli inh | DENV2 CPE
- CC(C)C(=O)Nc1ccc(N2CCCC2)c(Cl)c1
    -48 | 0 | -4 | · | 4 | 2 | ·
- CC(C)c1ccc(NC(=O)CSc2nnc(CN3CCOCC3)n2C)cc1
    -32 | -4 | -22 | 0 | · | -4 | 6
- CCC(=O)NC(c1ccco1)c1cc(Cl)c2cccnc2c1OC (centres undefined)
    7 | -1 | -6 | -7 | -2 | -2 | -4
- Cc1ccc(N2C(=O)N(C(C)C)C(C)(C)CC2(C)O)cc1 (centres undefined)
    6 | 3 | 2 | -1 | 0 | 10 | 2
- Cc1cccc(NC(=S)NCCCN2CCOCC2)c1
    13 | -15 | 8 | -4 | 0 | 7 | 2
- CCOc1ccc(S(=O)(=O)N2CCCCC2)cc1NC(=O)C1CCCC1
    -11 | 0 | 3 | · | · | 4 | -5
- Cc1noc(C)c1S(=O)(=O)N(C)C[C@@H]1Oc2ccc(NS(=O)(=O)c3cn(C)cn3)cc2CC(=O)N([C@H](C)CO)C[C@H]1C
    · | -2 | -7 | · | -5 | -11 | ?
- N#C/C(=C\c1ccc(F)cc1)c1nc(-c2ccco2)cs1
    -120 | 4 | -3 | 1 | -2 | -56 | -4
- C[C@H]1CCCCO[C@@H](CN(C)C)[C@@H](C)CN([C@@H](C)CO)C(=O)c2cc(NC(=O)c3ccccc3)ccc2O1
    -15 | -7 | -12 | 4 | -2 | 4 | -6
- CCC1(C)CC2(CCCN(CCC(=O)c3ccccc3)C2)CCO1 (centres undefined)
    7 | 0 | 4 | 1 | -1 | -10 | 8

Record cards, as listed above.
Listed for CC(C)c1ccc(NC(=O)CSc2nnc(CN3CCOCC3)n2C)cc1 : PAX8 reporter: -32; CASP6 VEID inh: -4; LGR2 inh: -22; SIRT5 block: 0; ARNT TACC3 PPI: ·; EWS-Fli inh: -4; DENV2 CPE: 6
Listed for Cc1cccc(NC(=S)NCCCN2CCOCC2)c1 : PAX8 reporter: 13; CASP6 VEID inh: -15; LGR2 inh: 8; SIRT5 block: -4; ARNT TACC3 PPI: 0; EWS-Fli inh: 7; DENV2 CPE: 2
Listed for CCC1(C)CC2(CCCN(CCC(=O)c3ccccc3)C2)CCO1 (centres undefined) : PAX8 reporter: 7; CASP6 VEID inh: 0; LGR2 inh: 4; SIRT5 block: 1; ARNT TACC3 PPI: -1; EWS-Fli inh: -10; DENV2 CPE: 8

Following part.
Values run as follows: PAX8 reporter | CASP6 VEID inh | LGR2 inh | SIRT5 block | ARNT TACC3 PPI | EWS-Fli inh | DENV2 CPE
- O=C(CN1CCN(C(=O)CNC(=O)c2ccc3c(c2)OCO3)CC1)Nc1ccccc1Cl
    5 | -4 | -11 | -3 | · | 8 | 6
- CN(C(=O)CSc1nnc(N)s1)C1CCCCC1
    7 | -4 | -2 | -5 | 5 | · | 5
- COc1cc(S(=O)(=O)Nc2ccc(C(=O)NCC(=O)O)cc2)ccc1NC(C)=O
    4 | 2 | 5 | -2 | -1 | 5 | -1
- CN(C)/C=C/C(=O)c1ccc2noc(-c3ccccc3)c2c1
    7 | · | 4 | -3 | -4 | -18 | 6
- C/C(=N\Nc1nc(-c2ccccc2)cs1)c1cccs1
    -23 | · | -69 | · | 0 | · | ·
- c1ccc(N2CC3COc4ccccc4C3=N2)cc1 (centres undefined)
    -147 | 1 | · | · | -75 | -113 | 4

High-throughput results (PubChem BioAssay)
